Source: PubChem (Broad Institute)
Mtb BioA inh = BioA (M. tuberculosis) enzyme inhibition; 360,000 tested, 0.096% active; inhibition, % at 9.99 µM; purified M. tuberculosis BioA enzyme, plate reader; in the data active = inhibition above about 40%
TcdB inh = blocks C. difficile toxin B glycohydrolase activity. P18177. TcdB glycohydrolase enzymatic assay, plate reader. inhibition, % at 9.99 µM. 350,000 tested, 0.24% active. AID 652162; in the data active = inhibition above about 10%
* marks the source's active call; other numbers are inactive results; & = joins results of further samples. This is a subset, so the mix of outcomes need not match the whole.

SMILES | Mtb BioA inh | TcdB inh
COC(=O)[C@H]1[C@H](CO)[C@H]2Cn3c(ccc(-c4ccccc4)c3=O)[C@H]2N1Cc1ccccc1F | 16 | 1.0
C[C@@H]1CN([C@H](C)CO)C(=O)c2cc(C3=CCCCC3)cnc2O[C@H]1CN(C)CC1CCOCC1 | -0.8 | 0.9
O=C(C[C@@H]1C=C[C@@H](NS(=O)(=O)c2ccc(F)cc2)[C@H](CO)O1)N1CCc2ccccc2C1 | 0.3 | -0.1
O=C(C1=C[C@H](c2csc3ccccc23)C[C@H](OCCCCO)O1)N1CCCCCCC1 | -2.1 | -0.3
C[C@@H]1CCCCO[C@@H](CN(C)C(=O)Nc2ccc3c(c2)OCO3)[C@H](C)CN([C@H](C)CO)C(=O)c2cc(NC(=O)Nc3ccc4c(c3)OCO4)ccc2O1 | -1.0 | 1.5
O=C(C[C@@H]1CC[C@H]2[C@@H](COC[C@H](O)CN2C(=O)c2ccccc2F)O1)NCc1ccccc1 | -1.4 | -0.1
C[C@H]1CN([C@@H](C)CO)C(=O)c2cccc(NC(=O)C3CC3)c2O[C@H]1CN(C)C(=O)NC1CCCCC1 | -0.3 | 0.2
C[C@@H]1CN([C@H](C)CO)C(=O)c2cc(NC(=O)Nc3ccccc3)ccc2O[C@H]1CN(C)C(=O)Nc1ccccc1 | 0.8 | -1.0
C[C@H]1CN([C@@H](C)CO)C(=O)c2cc(NS(=O)(=O)c3cn(C)cn3)ccc2O[C@@H]1CN(C)C(=O)Nc1ccccc1 | 0.6 | 0.8
COc1ccc(S(=O)(=O)N(C)C[C@H]2Oc3cc(C4=CCCC4)ccc3S(=O)(=O)N([C@@H](C)CO)C[C@@H]2C)cc1 | 0.3 | 0.0
C[C@H](CO)N1C[C@H](C)[C@@H](CN(C)S(C)(=O)=O)Oc2ccc(NC(=O)CCCN(C)C)cc2C1=O | -1.7 | 0.7
C[C@@H]1CN([C@H](C)CO)C(=O)Cc2cc(NC(=O)Nc3ccc4c(c3)OCO4)ccc2O[C@H]1CN(C)Cc1ccc(C(=O)Nc2ccccc2N)cc1 | -0.3 | -0.3
CN(C)C(=O)[C@]1(Cc2ccccc2)N=C(c2ccc(OCCCO)cc2)O[C@@H]1c1ccccc1 | -0.3 | 1.7
CCCNC(=O)N(C)C[C@H]1Oc2ncc(-c3ccc(C(=O)N(C)C)cc3)cc2C(=O)N([C@@H](C)CO)C[C@H]1C | 0.3 | 1.4
CCNC(=O)[C@@H]1[C@@H](CO)[C@@H]2Cn3c(ccc(-c4cncnc4)c3=O)[C@@H]2N1C(=O)c1ccccc1F | -1.9 | -1.8
CO[C@@H]1CC[C@H]2CCOc3ccc(C#N)cc3C(=O)N(C)C[C@@H](c3ccccc3)CC(=O)N(C)C[C@@H]1O2 | 0.6 | 0.1
C[C@@H]1CCCCO[C@@H](CN(C)Cc2ccc(C(F)(F)F)cc2)[C@H](C)CN([C@H](C)CO)C(=O)c2cc(NC(=O)c3ccccc3)ccc2O1 | -2.0 | 0.9
COc1ccc(CN(C)C[C@H]2Oc3ccc(NS(=O)(=O)c4cn(C)cn4)cc3C(=O)N([C@@H](C)CO)C[C@H]2C)cc1 | -2.6 | 0.3
C[C@@H]1CN([C@@H](C)CO)C(=O)Cc2cc(NC(=O)Nc3ccc(F)cc3)ccc2O[C@H]1CN(C)S(=O)(=O)c1ccccc1 | -2.4 | 0.0
O=C(C[C@H]1CC[C@@H]2[C@H](COC[C@H](O)CN2Cc2cc(F)cc(F)c2)O1)NC1CCCC1 | -1.9 | 0.8
COc1ccc(NC(=O)N(C)C[C@@H]2OCCCC[C@@H](C)Oc3ccc(N(C)C)cc3C(=O)N([C@@H](C)CO)C[C@H]2C)cc1 | -2.7 | -19
C[C@@H]1CN([C@H](C)CO)C(=O)Cc2cc(NC(=O)Cn3cnnn3)ccc2O[C@@H]1CN(C)C(=O)Nc1ccc2c(c1)OCO2 | -0.9 | 0.2
C[C@H](CO)N1C[C@H](C)[C@H](CN(C)C(=O)Nc2ccc3c(c2)OCO3)Oc2ccc(NC(=O)CCCN(C)C)cc2C1=O | 1.6 | -1.6
CO[C@@H]1CN(C)C(=O)c2cc(NC(=O)c3nc4ccccc4s3)ccc2OC[C@@H](C)NC[C@H]1C | 0.3 | 0.4
C[C@@H]1CN([C@@H](C)CO)C(=O)Cc2cc(NS(=O)(=O)c3ccc(Cl)cc3)ccc2O[C@H]1CN(C)S(C)(=O)=O | 3.9 | 0.0
COCc1cn(CC[C@H]2CC[C@H](NC(=O)c3ccc(F)cc3)[C@@H](CO)O2)nn1 | -2.5 | 0.2
COC(=O)N(C)C[C@H]1OCc2cn(nn2)CCCC(=O)N([C@H](C)CO)C[C@H]1C | -1.7 | -0.6
C[C@@H]1CN([C@@H](C)CO)C(=O)c2cc(C#CCN(C)C)cnc2O[C@H]1CN(C)Cc1ccccn1 | -0.7 | -0.5
CN(C)C(=O)C[C@H]1CC[C@@H]2[C@@H](COc3ccc(NC(=O)Nc4cccc(Cl)c4)cc3C(=O)N2C)O1 | 3.0 | 1.4
CC(C)NC(=O)Nc1ccc2c(c1)C(=O)N([C@@H](C)CO)C[C@H](C)[C@@H](CN(C)C)OCCCC[C@H](C)O2 | -0.6 | -6.8
COC(=O)C[C@H]1CC[C@H]2[C@H](COc3ccc(NC(=O)c4ccc(C(F)(F)F)cc4)cc3C(=O)N2C)O1 | 0.8 | -0.1
O=C(C[C@@H]1C=C[C@@H](NC(=O)NC2CCCC2)[C@H](CO)O1)NCc1ccc(F)cc1 | -0.6 | 0.0
C[C@@H]1CN([C@H](C)CO)C(=O)c2cccc(N(C)C)c2O[C@@H]1CN(C)C(=O)NC1CCCCC1 | -0.9 | -1.5
C[C@@H]1CN([C@H](C)CO)C(=O)Cc2cc(NS(=O)(=O)c3cn(C)cn3)ccc2O[C@H]1CN(C)C(=O)Nc1ccc2c(c1)OCO2 | -3.2 | -8.5
O=C(NCCN1CCCCC1)[C@@H]1[C@@H](CO)[C@@H]2Cn3c(cccc3=O)[C@H]1N2C(=O)C1CCCCC1 | -0.6 | 0.1
CCCN1[C@@H]2c3ccc(-c4ccc(OC)cc4)c(=O)n3C[C@H]1[C@H](CO)[C@H]2C(=O)OC | 2.3 | 2.4
CCNC(=O)C[C@H]1CC[C@@H]2[C@H](COC[C@H](O)CN2Cc2ccncc2)O1 | -1.3 | -0.4
CO[C@@H]1CN(C)C(=O)c2cc(NS(=O)(=O)c3ccccc3)ccc2OC[C@H](C)N(C)C[C@H]1C | -1.1 | -0.6
COc1ccc(NC(=O)Nc2ccc3c(c2)C(=O)N([C@H](C)CO)C[C@@H](C)[C@H](CN(C)Cc2ccc(C(F)(F)F)cc2)O3)cc1 | -1.2 | -1.0
C[C@H]1CN([C@@H](C)CO)C(=O)Cc2cc(NS(=O)(=O)c3cn(C)cn3)ccc2O[C@@H]1CN(C)Cc1ccc(Cl)c(Cl)c1 | -1.5 | 0.1

9 compounds from above, arranged by molecular weight, ascending:
SMILES | Mtb BioA inh | TcdB inh
CCNC(=O)C[C@H]1CC[C@@H]2[C@H](COC[C@H](O)CN2Cc2ccncc2)O1 | -1.3 | -0.4
COC(=O)N(C)C[C@H]1OCc2cn(nn2)CCCC(=O)N([C@H](C)CO)C[C@H]1C | -1.7 | -0.6
C[C@@H]1CN([C@@H](C)CO)C(=O)c2cc(C#CCN(C)C)cnc2O[C@H]1CN(C)Cc1ccccn1 | -0.7 | -0.5
O=C(NCCN1CCCCC1)[C@@H]1[C@@H](CO)[C@@H]2Cn3c(cccc3=O)[C@H]1N2C(=O)C1CCCCC1 | -0.6 | 0.1
CC(C)NC(=O)Nc1ccc2c(c1)C(=O)N([C@@H](C)CO)C[C@H](C)[C@@H](CN(C)C)OCCCC[C@H](C)O2 | -0.6 | -6.8
C[C@@H]1CN([C@@H](C)CO)C(=O)Cc2cc(NS(=O)(=O)c3ccc(Cl)cc3)ccc2O[C@H]1CN(C)S(C)(=O)=O | 3.9 | 0.0
C[C@@H]1CN([C@H](C)CO)C(=O)Cc2cc(NC(=O)Cn3cnnn3)ccc2O[C@@H]1CN(C)C(=O)Nc1ccc2c(c1)OCO2 | -0.9 | 0.2
COc1ccc(NC(=O)Nc2ccc3c(c2)C(=O)N([C@H](C)CO)C[C@@H](C)[C@H](CN(C)Cc2ccc(C(F)(F)F)cc2)O3)cc1 | -1.2 | -1.0
C[C@@H]1CN([C@H](C)CO)C(=O)Cc2cc(NS(=O)(=O)c3cn(C)cn3)ccc2O[C@H]1CN(C)C(=O)Nc1ccc2c(c1)OCO2 | -3.2 | -8.5

The list continues:
SMILES | Mtb BioA inh | TcdB inh
C[C@H](CO)N1C[C@H](C)[C@H](CN(C)CC2CC2)OCc2cn(nn2)CCCC1=O | 2.6 | 0.5
COC(=O)C[C@@H]1CC[C@@H]2[C@@H](COc3ccc(NC(=O)c4ccc(F)c(F)c4)cc3C(=O)N2C)O1 | 1.0 | 0.2
O=C(C[C@@H]1CC[C@@H](NC(=O)Nc2ccc(F)cc2)[C@@H](CO)O1)NCc1ccccn1 | -1.6 | -0.8
CC(C)CC#Cc1cnc2c(c1)C(=O)N([C@@H](C)CO)C[C@H](C)[C@H](CN(C)Cc1ccc(C(=O)O)cc1)O2 | -3.9 | -0.4
CO[C@H]1CN(C)C(=O)c2cc(NC(=O)C3CCOCC3)ccc2OC[C@H](C)N(Cc2nccs2)C[C@H]1C | -2.1 | 0.5&0.5
COc1ccc(S(=O)(=O)N(C)C[C@@H]2Oc3ccc(NC(=O)Nc4c(C)noc4C)cc3CC(=O)N([C@H](C)CO)C[C@H]2C)cc1 | -0.8 | 0.6
C[C@H]1CN([C@@H](C)CO)C(=O)c2cccc(NS(=O)(=O)c3ccc(F)cc3)c2O[C@H]1CN(C)Cc1ccc2c(c1)OCO2 | -1.9 | -0.1
COc1ccccc1-c1cccc(-c2nc(C(=O)N3CCCCC3)cc3c2[C@@H](CCO)N([S@](=O)C(C)(C)C)C3)c1 | 0.1 | 0.5
Cc1ccc(S(=O)(=O)Nc2ccc3c(c2)C(=O)N([C@@H](C)CO)C[C@H](C)[C@@H](CN(C)C(=O)Nc2c(C)noc2C)OCCCC[C@H](C)O3)cc1 | 0.2 | 1.3
C/C=C/c1cnc2c(c1)C(=O)N([C@@H](C)CO)C[C@@H](C)[C@@H](CN(C)C(=O)C1CCCCC1)O2 | -4.5 | 0.0
C[C@H](CO)N1C[C@H](C)[C@H](CN(C)Cc2ccccc2)Oc2ccc(NS(=O)(=O)c3ccc(Cl)cc3)cc2C1=O | -0.5 | 0.1
CN1CCN(C(=O)[C@H]2[C@H](CO)[C@H]3Cn4c(ccc(C5=CCCC5)c4=O)[C@@H]2N3S(C)(=O)=O)CC1 | -1.4 | -0.1
CNC[C@@H]1Oc2ccc(N(C)C)cc2C(=O)N([C@H](C)CO)C[C@@H]1C | -0.7 | -9.9
C[C@H](O)C#Cc1ccc([C@@H]2[C@@H](CO)N3CCCCN(S(=O)(=O)Cc4ccccc4)C[C@H]23)cc1 | -5.1 | -2.0
CN(C)C(=O)c1ccc(-c2ccc([C@H]3[C@@H](C#N)N(S(C)(=O)=O)[C@H]3CO)cc2)cc1 | -0.9 | 1.7
C[C@@H]1CN([C@@H](C)CO)S(=O)(=O)c2ccc(-c3cccc(C#N)c3)cc2O[C@@H]1CN(C)C(=O)c1ccccc1 | -0.4 | 1.2
COCC#Cc1cnc2c(c1)C(=O)N([C@@H](C)CO)C[C@H](C)[C@H](CN(C)C(=O)c1cnccn1)O2 | 2.3 | -0.1
CCCNC(=O)N(C)C[C@H]1Oc2cc(C#CCN(C)C)ccc2S(=O)(=O)N([C@@H](C)CO)C[C@@H]1C | 1.8 | -0.4
CCCNC(=O)N[C@@H]1C=C[C@@H](CC(=O)NC2CCCCC2)O[C@@H]1CO | 0.3 | 0.1
C[C@H](CO)N1C[C@H](C)[C@@H](CN(C)Cc2ccc3c(c2)OCO3)Oc2c(NC(=O)Nc3ccc4c(c3)OCO4)cccc2C1=O | 0.6 | 1.4
C[C@H](CO)N1C[C@H](C)[C@@H](CN(C)C(=O)NC2CCCCC2)Oc2ncc(-c3ccccc3F)cc2C1=O | 0.9 | -0.7
COc1cccc(NC(=O)N(C)C[C@@H]2Oc3ncc(C#Cc4cccnc4)cc3C(=O)N([C@@H](C)CO)C[C@@H]2C)c1 | 2.4 | -0.9
CCCNC(=O)N1C[C@H](C)[C@H](OC)CN(C)C(=O)c2cc(NS(=O)(=O)CC(F)(F)F)ccc2OC[C@H]1C | -1.9 | -0.6
O=C(Nc1cc(F)ccc1F)N[C@@H]1CC[C@@H](CCn2cc(C3CCCCC3)nn2)O[C@@H]1CO | -2.2 | 0.8
C[C@@H]1CCCCO[C@H](CN(C)Cc2ccc(C(=O)O)cc2)[C@@H](C)CN([C@H](C)CO)C(=O)c2cc(NC(=O)Nc3cccc4ccccc34)ccc2O1 | -4.0 | -0.5
CNC[C@@H]1Oc2cc(C#Cc3ccncc3)ccc2S(=O)(=O)N([C@H](C)CO)C[C@H]1C | -2.4 | 0.8
O=C(C1CC1)N1C[C@@H]2[C@H](c3ccccc31)[C@H](CO)N2C(=O)Nc1cccc(F)c1 | 14 | 2.5
C[C@@H]1CN([C@@H](C)CO)C(=O)c2cc(C#CC3CCCCC3)cnc2O[C@H]1CN(C)Cc1cccnc1 | 1.2 | -1.0
COc1ccc(CN(C)C[C@@H]2Oc3ccc(NS(=O)(=O)c4ccc(Cl)cc4)cc3C(=O)N([C@H](C)CO)C[C@H]2C)cc1 | 1.4 | -1.9
CNC[C@H]1Oc2ccc(NC(=O)Nc3ccccc3)cc2CC(=O)N([C@H](C)CO)C[C@@H]1C | 0.8 | 0.0
C[C@@H]1CN([C@H](C)CO)C(=O)c2cc(NC(=O)Nc3ccc4c(c3)OCO4)ccc2O[C@@H](C)CCCCO[C@@H]1CN(C)C(=O)Cc1ccccc1 | -1.9 | 0.4
C[C@@H]1CN([C@@H](C)CO)C(=O)Cc2cc(NC(=O)NC3CCCCC3)ccc2O[C@@H]1CN(C)S(=O)(=O)c1ccc(Cl)cc1 | -2.3 | 1.5
C[C@H](CO)N1C[C@H](C)[C@H](CN(C)Cc2cccnc2)Oc2ncc(/C=C/c3ccccc3)cc2C1=O | 6.9 | 1.5
CCC(=O)N(C)C[C@@H]1Oc2cc(-c3cccc(C#N)c3)ccc2S(=O)(=O)N([C@@H](C)CO)C[C@@H]1C | 1.0 | 0.5
